Assay outcomes as filed in PubChem BioAssay.
M18AAP inhibitor: blocks P. falciparum M18 aspartyl aminopeptidase; recombinant PfM18AAP, H-Glu-NHMec fluorogenic cleavage; inhibition, % at 7.35 µM; 1.2% of 290,000 active;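 active = inhibition above the campaign mean inhibition over all tested compounds plus 3 SD, cut at about 28% in these data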;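 also: 0% = plate median of test compound wells and 100% = 2 mM ZnCl2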
SUMO HTRF inh: inhibitors of human SUMOylation (UBC9); AID 2006; P63279; inhibition, % at 35 µM; HTRF SUMOylation assay, SAE1/SAE2 + UBC9, in vitro; 0.36% of 290,000 active; in the data active = inhibition above about 50%, passing the limit was not always enough; also: strong numbers were not always called active
Target sequence (P63279 whole entry, looked up): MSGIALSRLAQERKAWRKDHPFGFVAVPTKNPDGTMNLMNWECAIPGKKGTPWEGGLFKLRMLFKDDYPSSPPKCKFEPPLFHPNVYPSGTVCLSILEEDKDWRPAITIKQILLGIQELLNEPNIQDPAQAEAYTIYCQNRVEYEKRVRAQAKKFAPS
HCV NS3 hel inh: inhibitors of Hepatitis C virus NS3 helicase | NS3 helicase DNA unwinding, Cy5 molecular beacon fluorescence | inhibition, % at 10.9 µM | 0.56% of 290,000 active | AID 1800;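 active = inhibition above the mean of all tested compounds plus 3 SD, set per campaign, cut at about 35% in these data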;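 also: 0% = DMSO wells and 100% = thioflavine S control wells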
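Assay system – hepatitis C virus NS3 helicase domain fragment enzyme · Buffer or medium – MOPS pH 6.5, MgCl2, DTT, Tween20, BSA · Reagent – Cy5/quencher beacon DNA duplex and ATP to start · Compound – single 10.9 µM dose · Timing – 1 h at 25 °C · Technique – Cy5 beacon fluorescence read at start and 1 h · Measure – % inhibition of unwinding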
MEKK2wt PB1 HTS: raises or lowers MEK5 binding to wildtype human MEKK2 PB1 domain; Q9Y2U5; bead flow cytometry, Alexa488-MEK5 binding to MEKK2 WT; actives lie on both sides; binding response (% of control), % at 10 µM; 1.1% of 290,000 active; AID 1531; in the data active = binding response below about 67% or above about 130%
DNA FID counter: counter-screen for HCV NS3 helicase inhibitors: DNA intercalator displacement; 0.17% of 290,000 active; DNA fluorescent intercalator displacement, fluorescence; inhibition, % at 7.9 µM; in the data active = inhibition above about 37%;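 also: 0% = vehicle and 100% = reference compound; higher means more ethidium bromide displaced from hairpin DNA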
IMP-1 inh: blocks Pseudomonas aeruginosa IMP-1 metallo-beta-lactamase; purified IMP-1, nitrocefin hydrolysis, epi-absorbance fluorescence; inhibition, % at 5.6 µM; 0.45% of 290,000 active;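 active = inhibition above the mean plus 3 SD of all compounds in the same screening run, cut at about 4.5% in these data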;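 also: 0% = IMP-1 with DMSO and 100% = DMSO wells lacking enzyme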
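System: purified recombinant IMP-1 beta-lactamase. Medium: Zinc- and detergent-supplemented HEPES buffer, pH 7.1. Compound: one 5.6 µM dose […]. Schedule: 15 min preincubation plus 25 min reaction at 25 °C. Technique: Epi-absorbance fluorescence, 480 nm excitation, 530 nm emission.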
MEKK2mut PB1 HTS: signal of MEK5 binding to mutant human MEKK2 PB1 domain; bead flow cytometry, Alexa488-MEK5 binding to MEKK2 mutant; AID 1530; 0.35% of 290,000 active; percent response, % at 10 µM; in the data active = percent response above about 24%, passing the limit was not always enough; also: inactives centre near 1; some results filed as inactive read as strong as hits; reference of the scale not given here
VIM-2 inhibitor: inhibitors of Pseudomonas aeruginosa VIM-2 metallo-beta-lactamase; purified VIM-2, nitrocefin hydrolysis, epi-absorbance fluorescence; inhibition, % at 5.6 µM; 0.89% of 290,000 active;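 active = inhibition above the mean of all tested compounds plus 3 SD, cutoff set per screening run, cut at about 7.5% in these data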;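 also: red hydrolysis product quenches plate fluorescence so inhibitors raise well fluorescence; 0% = enzyme with DMSO and 100% = DMSO without enzyme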
NALP1 yeast inh: inhibitors of NALP1 inflammasome in yeast. S. cerevisiae NALP1/ASC/caspase-1 growth, X-gal OD620, 72 h. inhibition, % at 10 µM. 0.61% of 280,000 active. AID 2071; in the data active = inhibition mostly above about 24%, no sharp cut-off; inactive = mostly below about 32%; also: some compounds called inactive have numbers as strong as hits
Active calls of the source: *; . = no result given; & = joins results of further samples.

SMILES	M18AAP inhibitor	SUMO HTRF inh	HCV NS3 hel inh	MEKK2wt PB1 HTS	DNA FID counter	IMP-1 inh	MEKK2mut PB1 HTS	VIM-2 inhibitor	NALP1 yeast inh
CC1CCCN(C(=O)c2cc(S(=O)(=O)N3CCCCC3)c[nH]2)C1 (stereo not drawn)	1	-6	-9	102	-39	-1.7	2	-1.5	8
O=C(NCCCN1CCN(Cc2ccccc2)CC1)C1CCN(S(=O)(=O)N2CCC3(CC2)OCCO3)CC1	5	1	9	118	4	-2.5	10	-2.7	44
COc1ccc(S(=O)(=O)N2CCCC(C(=O)Nc3cccnc3)C2)cc1Cl (stereo not drawn)	2	20	-7	105	-13	-3.4	3	-1.1	10
CCOC(=O)C(NCc1ccc(OC)cc1)(NC(C)=O)C(F)(F)F (stereo not drawn)	-11	-12	0	95	2	-1.1	-2	-1.5	20
O=C(NN1C(=O)C2C3C=CC(O3)C2C1=O)c1cccc(O)c1 (stereo not drawn)	-11	8	-10	101	0	-2.8	7	-2.7	18
O=C(Nc1cccc(Cl)c1Cl)Nn1cnnc1	84*	13	2	102	-5	0.4	-2	-0.4	11
COc1cccc(-n2c(=O)[nH]cc(C(=O)Nc3ccc(NC(C)=O)cc3)c2=O)c1	1	7	-2	102	-9	-3.8	-4	0.6	.
CC1CC(C)CN(CCCNC(=O)c2cn(C)c3ccc(S(=O)(=O)N4CCCC4)cc3c2=O)C1 (stereo not drawn)	0	20	8	106	20	-3.3	9	-1.6	32
CC(CN(C)Cc1ccccc1)OC(=O)c1ccc(F)cc1 (stereo not drawn)	1	0	-3	115	3	-2.3	24	-3.6	37
C=CCN(c1ccccc1)S(=O)(=O)c1cccc(C(=O)N(CC)CC(=O)Nc2c(F)cccc2F)c1	2	-2	-10	111	-38	-3.0	8	-6.3	-1
CCOC(=O)CC(=O)CSc1nc2cc(C)ccc2cc1C	4	-2	13	119	-20	-0.8	5	-2.0	25
CN1CCN(c2ccc(NC(=O)c3ccc(Br)o3)cc2)CC1	2	15	1	112	-2	-2.3	7	14*	16
N=c1c2c(ncn1CCCO)Oc1ccc3ccccc3c1C2c1ccccc1 (stereo not drawn)	4	8	-9	112	-16	-1.2	8	-3.1	5
COc1ccc2ccccc2c1/C=N/NC(=O)c1sc(N)c(C#N)c1C	18	10	0	95	-20	-3.4	-1	-3.8	4
Cn1c(SCC(=O)Nc2ccc(F)cc2)nnc1C1CC1	-2	-2	4	101	-5	-3.3	1	-1.2	13

3 entries from above, ordered by the value under HCV NS3 hel inh, ascending:
molecule	HCV NS3 hel inh
N=c1c2c(ncn1CCCO)Oc1ccc3ccccc3c1C2c1ccccc1 (stereo not drawn)	-9
COc1ccc2ccccc2c1/C=N/NC(=O)c1sc(N)c(C#N)c1C	0
O=C(Nc1cccc(Cl)c1Cl)Nn1cnnc1	2

(more compounds)
SMILES	M18AAP inhibitor	SUMO HTRF inh	HCV NS3 hel inh	MEKK2wt PB1 HTS	DNA FID counter	IMP-1 inh	MEKK2mut PB1 HTS	VIM-2 inhibitor	NALP1 yeast inh
CCOc1ccc(NC(=O)CNC(=O)COc2ccccc2)cc1	5	-11	0	92	1	-2.5	3	-0.5	17
Cc1ccc(C(=O)Nc2ccc(-c3csc(C)n3)cc2)cc1	-13	3	11	94	-11	-2.3	-8	-1.1	24
C=CCNc1c2c(nc3nnnn13)CCCC2	14	5	-1	90	-11	-1.4	-3	2.9	4
O=C(CN(c1cccc([N+](=O)[O-])c1)S(=O)(=O)c1ccccc1)N(Cc1ccccc1)Cc1ccccc1	-5	-14	7	111	3	-4.0	1	-3.5	16
COC(=O)Nc1nc2ccc(C(=O)c3ccc(F)cc3)cc2[nH]1	22	11	-8	105&110	0	-2.5	3&9	-3.5	-4
Cc1ccc(N2CC(C(=O)NCCS(=O)(=O)N3CCN(c4ccc(F)cc4)CC3)CC2=O)cc1 (stereo not drawn)	3	6	2	109	-8	-2.7	3	-1.4	6
Cc1ccc(OCCCn2cc(C#N)c3ccccc32)cc1	-12	-8	-8	108	-8	-0.3	3	-0.8	11
COCCCNC(=O)c1ccc(S(=O)(=O)c2ccc(C)cc2)c(NC(C)=O)c1	1	6	-2	106	-6	-1.7	4	-3.4	2
Cc1ccc(NC(=O)N2CCCc3ccccc32)cc1	3	-2	-4	66	9	-0.1	-14	-2.9	2
COc1cccc2c(=O)cc(C)n(CC(=O)Nc3ccccc3C)c12	4	19	0	105	-1	-1.9	5	-1.4	7
O=C(CCCC(=O)N(c1ccc2c(c1)OCCO2)C(C(=O)NC1CCCCC1)c1ccc(F)cc1)Nc1ccccn1 (stereo not drawn)	-5	12	-1	93	-4	-2.3	-2	-0.9	0
Cc1occc1-c1nnc(SCC(=O)N2CCc3ccccc32)o1	-1	-14	5	109	-4	-3.5	9	-4.0	3
Cc1ccccc1Cn1nc(C)c(NC(=O)c2nc3n(n2)C(C(F)F)CC(C)N3)c1C (stereo not drawn)	-4	-11	8	101	-37	-1.4	-2	3.1	23
CCC(=O)Nc1c(C(=O)N2CCN(c3ccccn3)CC2)cnn1-c1ccc(C)cc1	0	0	1	100	-17	-1.1	-1	-2.1	21
Cc1ccc(C)c(N2CCN(C(=O)c3ccc(Cl)c(NC4=NC5CS(=O)(=O)CC5S4)c3)CC2)c1 (stereo not drawn)	-3	.	-4	101	-49	-0.9	1	-4.1	6
COCCn1nnnc1SCC(=O)c1ccc(F)cc1	3	8	0	104	-3	-3.2	2	-2.8	-71
O=C(CSc1nc2ccccc2c(=O)n1-c1ccc(F)cc1)NCc1ccco1	7	9	9	103	-8	-3.0	3	-3.3	7
CC(CNS(=O)(=O)c1cc(Cl)ccc1Cl)CN(C)C (stereo not drawn)	-7	22	9	98	4	-2.9	0	-2.7	22
CC(C)c1c(Cl)c(O)c(-c2ccccc2)c(=O)n1-c1ccc(F)cc1	0	1	5	96	-9	-0.4	-3	0.0	16
Cn1c(=O)[nH]c2c(nc(-c3ccc(Cl)cc3)n2C)c1=O	-2	9	-9	99	-1	-3.1	2	0.1	11
CCOc1ncccc1C(=O)NCc1ccc(C)cc1	0	-8	-2	109	-7	-2.1	9	-1.8	38
COc1ccccc1NC(=O)c1ccccc1NC(=O)c1cc(Cl)ccc1NC(=O)c1ccco1	3	29	12	96	-4	-2.6	-4	-1.5	-1
COc1ccccc1NC(=O)O/N=C(\N)c1ccccc1	1	9	-2	70	-1	-3.0	-35	-3.1	.
COc1cc(CC(=O)N(C)CC(=O)Nc2cc(C)ccc2C)cc(OC)c1OC	5	6	-9	97	-23	-3.0	4	-2.5	-25
O=C(Cc1ccc2c(c1)OCCO2)N1CCN(S(=O)(=O)c2cccc(Cl)c2Cl)CC1	7	6	-16	89	-36	-2.1	-1	-0.9	36
COc1ccccc1OCc1cc(C(=O)N2CC3C[C@@H]4CC2C[C@H](C3)C4)no1	-2	.	0	107	-50	-3.4	3	-3.5	18
Cc1ccc(OCc2cc(C(=O)Nc3ccccc3)oc2C)cc1	13	-9	-7	93	-14	-5.8	-2	-0.6	13
Cc1nc(N)nc(N/N=C/c2c(F)cccc2Cl)n1	0	10	-1	108	-5	-1.9	11	-2.1	15
CN1C(=O)N(C)C2(CC1(C)C)CC(C)(C)N(C)C(=O)N2C	1	5	2	101	-5	-2.0	6	-3.1	-16
Cc1ccc(CN2CCN(CC(=O)O)C2=O)cc1	-10	-14	-8	98	-2	-3.1	-3	-1.2	4
C=CCN(CC(=O)NC1CCCC1)C(=O)C(=O)Nc1ccc2c(c1)OCCO2	-1	0	-2	103	-19	-1.5	5	-1.0	16
O=C(CCN1C(=O)c2ccccc2C1=O)Nc1ccc(-c2cn3ccsc3n2)cc1	-2	-10	2	103	2	-3.8	-1	-4.1	14
NS(=O)(=O)c1ccc(CCNC(=O)c2ccc(OCC3CCCO3)cc2)cc1 (stereo not drawn)	-6	-8	10	103	-11	-1.6	0	0.2	12
CCCCN(C(=O)c1ccc(S(=O)(=O)N(C)C)cc1)c1ccccc1	-6	14	-16	77	-33	-2.7	-29	-2.2	.
COc1ccc(CC(=O)NCc2nnc(SCC(=O)Nc3cccc(F)c3)n2C)cc1	-11	5	-1	102	-14	-3.1	1	-2.4	-11
CCOC(=O)c1ccc(NC(=O)NCc2cccnc2)cc1	-8	16	-2	104	-5	-0.9	5	-0.8	13
COCCNC(=O)C(=O)Nc1ccc(Br)cc1	3	7	0	97	-1	-3.9	2	-3.6	4
COc1cccc(/C=C2\Oc3cc(OCC(=O)N4Cc5ccccc5C[C@H]4C(=O)O)ccc3C2=O)c1	12	22	14	95	11	-0.8	-4	9.8*	-2
Cn1ncc(Cl)c1C(=O)N1CCN(S(=O)(=O)c2ccc(F)cc2)CC1	4	13	13	96	-8	-3.3	2	-0.7	9
Cc1nc(-c2ccccc2)ccc1C(=O)O	-7	3	-5	90	-13	-3.0	-2	-1.8	11
CCCc1nc(N2CCN(C)CC2)c2sc(=S)n(-c3ccccc3)c2n1	-2	-20	-10	110	5	-1.0	8	2.3	9
c1ccc(NCc2nc(-c3ccccc3)no2)cc1	-5	-4	-3	107	-8	0.4	2	-1.1	3
CCCNc1ncnc2c1cnn2-c1ccc(OC)cc1	9	13	-5	109	-12	-1.1	-2	-4.1	2
COc1ccc(/C=C2\N=C(SC)N(C)C2=O)cc1	5	-13	-9	108	-7	-1.2	-6	-2.2	-5
Cc1ccccc1CNS(=O)(=O)c1c(C(=O)N2CCCCC2)c(C)n(C)c1C	3	-9	-2	104	-31	-1.2	1	-0.3	12
N=c1n(CCN2CCCCC2)c2ccccc2n1CC(O)COc1ccccc1 (stereo not drawn)	-9	-7	-5	113	36	-6.3	7	-2.3	-11
O=C(NNC1CC(=O)N(c2ccccc2)C1=O)c1cccnc1 (stereo not drawn)	5	11	-9	103	-1	-1.9	5	-3.7	8
CC(C)c1ncc(S(=O)(=O)c2ccc(C(F)(F)F)cn2)c(N)n1	2	4	-7	96	0	-0.3	-11	-1.1	-3
COc1ccc(C(=O)NC(=S)N2CCC(C)CC2)cc1Br	2	15	-4	101	-20	-3.5	5	-5.7	8
COc1ccc(C(=O)c2ccccc2Cl)cc1	-4	24	5	101	-5	-1.9	1	-3.4	-4
O=C(Cn1cc2c(n1)CCCC2)NCc1cccnc1	0	4	2	97	0	-1.0	3	-2.7	25
COc1cccc(NC(=O)N2CCCc3ccccc32)c1	-1	-10	2	87	-1	-1.0	-8	0.3	5
COc1ccc(NC(=O)CSc2nnc(C)c(=O)n2N)cc1	2	12	3	98	-3	-1.3	0	0.2	9
COc1ccc(C2=NN(C(=O)CSc3nc4ncc(Cl)cc4[nH]3)C(c3ccco3)C2)cc1 (stereo not drawn)	12	18	-6	92	-36	-2.8	-2	-1.5	-10

Records listed so far shown as hits in M18AAP inhibitor.
structure,M18AAP inhibitor,SUMO HTRF inh,HCV NS3 hel inh,MEKK2wt PB1 HTS,IMP-1 inh,MEKK2mut PB1 HTS,VIM-2 inhibitor,NALP1 yeast inh
O=C(Nc1cccc(Cl)c1Cl)Nn1cnnc1,84*,13,2,102,0.4,-2,-0.4,11

An unsorted share of the library; overall some 4.7% were active at least once.
